BRCA1 expr up – BRCA1 expression activation; Potency, µM (titrated, usually from 46.1 µM), for the others: at the top dose activation, hits mostly activators; MCF7-BRCA1-FFLuc reporter, luminescence, 48 h; response scale: scaled: vehicle 0%, 10 µM genistein 100%; 1.1% of 380,000 active; active = well fitted activation curve with a large enough effect; note: nearly all actives have a fitted effect of over 80% in size; some results filed as inactive show a strong effect at the top dose
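MCF7-BRCA1-FFLuc cells, 2000/well in phenol-red-free MEM, attached 2 h then treated 48 h at 37 C. Luciferase luminescence read 15 min after reagent; normalized to genistein maximum activation (10microM) and DMSO, concentration-response fitted.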
* marks the source's active call; other numbers are inactive results. Potency is the fitted concentration of half-maximal effect. Only part of the results is shown; the hit share may differ from the screen's.

SMILES	BRCA1 expr up
COc1ccccc1C(=O)OCC(=O)Nc1ccc(N2CCCCC2)cc1	10%
CC(=O)NC1(C)CCC2CC1C(C)=NC2(C)C (stereo not given)	6%
COc1cc(C2CC(=O)N(Cc3ccc(F)cc3)c3ccccc3S2)cc(OC)c1OC (stereo not given)	-66%
CCCN1C(=O)c2ccccc2NC1c1ccc(OC)c(COc2ccc([N+](=O)[O-])cc2)c1 (stereo not given)	0%
Cn1c(=O)c2cc(NC(=O)NCCc3ccccc3)ccc2n1Cc1ccc(F)cc1	0%
COc1cccc(-c2cc(C(F)(F)F)n3ncc(C(=O)OC(C)C)c3n2)c1	9%
COc1ccc(C(=O)O)cc1Nc1nc2ccc(C)cc2n2cnnc12	0%
COc1ccc(CCNC(=O)CCS(=O)(=O)c2cc(Br)cc3c2N(C(C)=O)CC3)cc1OC	4%
CN(C)c1ccc(CN2CCC(C(=O)NC(c3ccc(F)cc3)c3ccc4ccccc4n3)CC2)cc1 (stereo not given)	-45%
CC1(C(=O)NS(=O)(=O)c2ccccc2Cl)CCN1C(=O)Cc1cc(F)ccc1F (stereo not given)	17%
CCOC(=O)C1=CC[C@@H](c2ccccc2)N(S(=O)(=O)c2ccc(C)cc2)[C@H]1c1cccc(OC)c1	-19%
COC(=O)c1ccc(OCC2c3cc(OC)c(OC)cc3CCN2C(=O)c2ccc(F)cc2)cc1 (stereo not given)	-22%
CCCCN(C=O)c1c(CC)nc2ccc(C(=O)N3CCN(S(=O)(=O)CC)CC3)cn12	-4%
CC(C)C[C@@H]1COc2cc(N(C)CCO)ccc2S(=O)(=O)N1	4%
C[C@@H](NC(=O)[C@@H]1CCCN1C(=O)[C@@H]1CCCN1C(=O)OC(C)(C)C)c1ccccc1	-7%
CCCOc1ccc(F)cc1-c1cc(C(=O)NCc2cccc(Cl)c2)[nH]n1	-43%
Cc1ccc2c(CNC3CCCC3)c(C(=O)O)n(Cc3ccc(F)cc3)c2c1	4%
O=c1ccn([C@@H]2O[C@H](CNCc3ccccc3)[C@@H](O)[C@H]2O)c(=O)[nH]1	4%
COc1ccc(C2=C(c3ccccc3)OC(OC)c3cc(F)ccc32)cn1 (stereo not given)	-2%
COc1ccc(S(=O)(=O)N2CCN(c3ccc(Cl)c(Cl)c3)CC2)c2ccccc12	0%
CCc1ccc(-n2nc(C)c3c(C)cc(=O)n(CC(=O)NCc4ccc(C)cc4)c32)cc1	-3%
O=c1cc(O)c2c([nH]1)CCC2	7%
COc1ccc(-c2ccc(C(=O)NCC3CCOCC3)c3occc23)c(C)c1	51%
O=C(Cn1c(=O)n(Cc2cccs2)c(=O)c2cccnc21)Nc1ccc(F)cc1	-26%
CC(C)(C)NC(=O)C1(C)CCC(=O)N1C1CC1 (stereo not given)	15%
CCCCOCCCNC(=O)C[C@@H]1C[C@@]2(C(=O)OCC)CCC=C2N(Cc2ccc3c(c2)OCO3)C1=O	11%
CC(C)n1[nH]c2ccccc2c1=O	11%
CCN(CC)/[N+]([O-])=N/Oc1ccc([N+](=O)[O-])cc1[N+](=O)[O-]	-1%
CCOC(=O)c1ccc(NC(=O)C2CCCN(c3ccc(Sc4ccc(C)cc4)nn3)C2)cc1 (stereo not given)	16%
COc1ccc(CCN2C(=O)c3ccccc3C2c2nnnn2-c2c(C)cccc2C)cc1OC (stereo not given)	-2%
Cc1ccc(CNC(=O)c2cc(NS(=O)(=O)c3ccc(C)cc3)ccn2)cc1	5%
CN(C)c1ccc(/C=C/c2ccnc3c(N)cccc23)cc1	9%
Cc1ccc(Cn2c(=O)n(CCc3ccccc3)c(=O)c3sc4ccccc4c32)cc1	3%
COc1ccc(-c2cnc3c(NC=O)cc(-c4ccccc4)cn23)cc1OC	-60%
Cc1cccc(Cc2c(C)nc3nc(SCc4ccccc4Cl)nn3c2C)c1	7%
O=S1(=O)CC(N2CCCCC2)CN1Cc1cn(Cc2ccccc2)nn1 (stereo not given)	5%
CC1=C(C(=O)N2CCOCC2)CC(CC(=O)NCCCN(C)C)C(=O)N1Cc1ccc(C(C)(C)C)cc1 (stereo not given)	16%
COc1ccc(NC(=O)C(=O)NCCc2csc(-c3ccc(Cl)cc3)n2)cc1	0%
O=C(NCCn1cc(SCc2ccccc2Cl)c2ccccc21)c1cccs1	1%
OC[C@@H]1CN(Cc2ccccc2)C[C@H](n2cnc3c(NCc4ccncc4)ncnc32)O1	7%
Cc1cc(C)nc(Nc2nc(C(N)Cc3ccccc3)cs2)n1 (stereo not given)	-42%
Cc1cc(-n2c(C)nc3ccccc3c2=O)ccc1NC(=O)c1cccc([N+](=O)[O-])c1	0%
Cc1cccc(CN2CCN(C3CN(Cc4cn(Cc5ccccc5C(F)(F)F)nn4)S(=O)(=O)C3)CC2)c1 (stereo not given)	-10%
CCOCCC(=O)Nc1ccc2c(c1)c(=O)n(C)n2-c1ccc2ccccc2c1	-2%
CCc1nc2ccc(C(=O)NC3CCN(Cc4ccccc4)CC3)cn2c1N(C)Cc1cccs1	0%
CCOc1ccc(NC(=O)c2ccc3c(c2)CCN3S(=O)(=O)CC)cc1	0%
CC(=O)NCCNC(=O)C1(C)Cc2c(-c3ccccc3)ccnc2O1 (stereo not given)	5%
CC1=C(C(=O)N2CCOCC2)CC(CC(=O)NCC2CCCCC2)C(=O)N1Cc1ccc(C(C)(C)C)cc1 (stereo not given)	-2%
Brc1ccc2nc(-c3ccco3)c(CC3CCCCC3)n2c1	-24%
CCOC(=O)c1cnc2c(Cl)cc(Cl)cc2c1Nc1ccccc1OC	10%
Cc1ccc(OCCN2CCC2(C)C(=O)NCc2cccc3ccccc23)cc1 (stereo not given)	0%
Cc1ccc(C)c(C(O)c2ncc(-c3ccc(F)cc3)[nH]2)c1 (stereo not given)	0%
O=C(NC1CCCCC1)C1c2ccccc2OCC(=O)N1Cc1cccnc1 (stereo not given)	20%
CCOc1ccc(C(=O)NCCc2sc(-c3ccc(OC)c(OC)c3)nc2C)cc1	47%
CCc1ccc(NC(=O)c2nc(SCc3ccccc3F)ncc2Cl)cc1	3%
CC(C)CC1OC(C)CC2=C1C(=O)OC(C)(C)O2 (stereo not given)	10%
Cc1ccccc1CNC(=O)c1ccc(NC(=O)N2CCCCc3ccccc32)cc1	0%
COc1ccccc1NCc1cccn1-c1nnc(N2CCCCCC2)s1	34%
COc1ccc2cc3[n+](cc2c1O)CCc1cc2c(cc1-3)OCO2	14%
CCCCOc1ccc(-c2nn(-c3ccccc3)cc2C2NC(=O)NC(C)=C2C(=O)OCC)cc1 (stereo not given)	-55%
(more compounds)
SMILES	BRCA1 expr up
CCCS(=O)(=O)NC(=O)C1(C)CCN(C(=O)c2ccccc2Br)C1 (stereo not given)	17%
CC(=O)c1cccc(-c2cnc3c(NC=O)cc(-c4cccc(C(=O)N(C)C)c4)cn23)c1	-47%
CCN(CC)C(=O)Cn1c(=O)n(-c2ccc(Cl)cc2)c(=O)c2c3c(sc21)CCCCC3	14%
COc1ccc(-c2nc3ccc(Cl)cn3c2Cc2ccc(C)cc2)cc1OC	12%
O=[N+]([O-])c1ccc(Nc2nc(NCCN3CCOCC3)nc(Nc3ccc(I)cc3)n2)cc1	-79%
COCCNC(=O)C1(C)CCN(C(=O)COc2ccc(Cl)cc2Cl)C1 (stereo not given)	9%
COc1ccc(OC)c(NC(=O)Nc2nnc(COCCO)s2)c1	18%
O=c1oc2ccc(Br)cc2cc1-c1nc2c(s1)CCc1ccccc1-2	-18%
O=C(NCc1ccc(Cl)nc1)c1ccc2nc([C@@H]3O[C@H](CO)[C@H](O)[C@H](O)[C@H]3O)[nH]c2c1	8%
CC(=O)Nc1cc(-c2ccccc2Cl)cn2c(-c3ccc(S(C)(=O)=O)cc3)cnc12	-22%
CCCNC(=O)OC1CC2CC1[C@H]1CCCCN1C2=O (stereo not given in full)	15%
Cn1c(=O)c2c(nc(NCc3ccccc3)n2Cc2ccccc2)n(C)c1=O	-15%
Cc1sc2ncn(CC(=O)N3CCN(c4ccccc4)CC3)c(=O)c2c1S(=O)(=O)N1CCN(c2ncccn2)CC1	13%
COCCNC(=O)CN1C(=O)COc2ccc(S(=O)(=O)N3CCCC3)cc21	25%
Cc1cc(Cl)ccc1-c1nc(NCc2ccccc2)nc2ccsc12	-2%
CCCCNC(=O)C1c2ccccc2OCC(=O)N1Cc1cccnc1 (stereo not given)	-4%
CC(C)Sc1nc(-c2cccs2)nc2cc(Cl)ccc12	-4%
COc1ccc(OC)c(CCNC(=O)c2cc3c(-c4ccccc4F)nn(C)c3s2)c1	-70%
COC(=O)C1(C)CCc2c(ccc3ccccc23)C1=O (stereo not given)	81%
CCOC(=O)CSc1nc2ccc(NC(=O)c3ccc(Cl)cc3)cc2s1	13%
CCOCCOC(=O)c1ccc2c(c1)N(Cc1ccccc1C#N)C(=O)c1ccccc1S2(=O)=O	-28%
COc1cc(F)ccc1-c1csc(C(C)(NC(C)=O)c2ccccc2)n1 (stereo not given)	19%
COc1ccc(NC(=O)Nc2cn(CC(C)C)c(=O)c3ccccc23)c(OC)c1	0%
CC1(C(=O)NCc2ccccc2)CCC(=O)N1CCOc1ccccc1 (stereo not given)	18%
COc1ccc(NC(=O)CSc2nc(-c3cccs3)cc(C(F)(F)F)n2)c(OC)c1	-8%
CS(=O)(=O)N1Cc2cc(C(=O)NCC3CC3)nc(-c3cccc(-c4cccnc4)c3)c2[C@H]1CCO	15%
CCCCn1c(C(C)NC(=O)c2ccccc2)nc2ccccc21 (stereo not given)	-3%
O=C(O)Cc1ccc(N2N=C(c3ccccc3)CC2=O)cc1	12%
Cc1ccc2cc(F)ccc2n1	8%
Cc1cc(Br)ccc1NC(=O)Cn1cc(S(=O)(=O)N2CCN(c3ccccc3F)CC2)c2ccccc2c1=O	2%
CCN(CC)c1ccc(NC(=O)C2CCCN(S(=O)(=O)c3ccc4c(c3)oc(=O)n4C)C2)c(C)c1 (stereo not given)	8%
CCCNc1nc2c(c(=O)n(C)c(=O)n2C)n1CC(O)COc1ccccc1 (stereo not given)	0%
COc1ccc(C2C(C(=O)Nc3cccnc3)=C(C)Nc3nc(SCc4ccccc4)nn32)cc1 (stereo not given)	7%
COC(=O)c1cnc(Nc2nc(C(N)COCc3ccccc3)cs2)nc1C(F)(F)F (stereo not given)	-10%
C=CCNc1ncnc2c1ncn2[C@H]1CN(CCc2ccccc2)C[C@@H](CO)O1	-1%
COc1ccccc1C(=O)Nc1c(C(=O)Nc2ccc(C)cc2)oc2ccccc12	0%

An excerpt of these results, as comma-separated lines.
compound,BRCA1 expr up
COc1ccc(OC)c(CCNC(=O)c2cc3c(-c4ccccc4F)nn(C)c3s2)c1,-70%
COC(=O)C1(C)CCc2c(ccc3ccccc23)C1=O (stereo not given),81%
CCOC(=O)CSc1nc2ccc(NC(=O)c3ccc(Cl)cc3)cc2s1,13%
CCOCCOC(=O)c1ccc2c(c1)N(Cc1ccccc1C#N)C(=O)c1ccccc1S2(=O)=O,-28%
COc1cc(F)ccc1-c1csc(C(C)(NC(C)=O)c2ccccc2)n1 (stereo not given),19%
COc1ccc(NC(=O)Nc2cn(CC(C)C)c(=O)c3ccccc23)c(OC)c1,0%
CC1(C(=O)NCc2ccccc2)CCC(=O)N1CCOc1ccccc1 (stereo not given),18%
COc1ccc(NC(=O)CSc2nc(-c3cccs3)cc(C(F)(F)F)n2)c(OC)c1,-8%
CS(=O)(=O)N1Cc2cc(C(=O)NCC3CC3)nc(-c3cccc(-c4cccnc4)c3)c2[C@H]1CCO,15%
CCCCn1c(C(C)NC(=O)c2ccccc2)nc2ccccc21 (stereo not given),-3%
O=C(O)Cc1ccc(N2N=C(c3ccccc3)CC2=O)cc1,12%
Cc1ccc2cc(F)ccc2n1,8%
Cc1cc(Br)ccc1NC(=O)Cn1cc(S(=O)(=O)N2CCN(c3ccccc3F)CC2)c2ccccc2c1=O,2%
CCN(CC)c1ccc(NC(=O)C2CCCN(S(=O)(=O)c3ccc4c(c3)oc(=O)n4C)C2)c(C)c1 (stereo not given),8%
CCCNc1nc2c(c(=O)n(C)c(=O)n2C)n1CC(O)COc1ccccc1 (stereo not given),0%
COc1ccc(C2C(C(=O)Nc3cccnc3)=C(C)Nc3nc(SCc4ccccc4)nn32)cc1 (stereo not given),7%
COC(=O)c1cnc(Nc2nc(C(N)COCc3ccccc3)cs2)nc1C(F)(F)F (stereo not given),-10%
C=CCNc1ncnc2c1ncn2[C@H]1CN(CCc2ccccc2)C[C@@H](CO)O1,-1%
COc1ccccc1C(=O)Nc1c(C(=O)Nc2ccc(C)cc2)oc2ccccc12,0%

Following part:
SMILES	BRCA1 expr up
COc1ccc(CN2C(=O)C(NC(=O)c3ccc(C)cc3)(C(F)(F)F)N=C2c2ccccc2)cc1 (stereo not given)	-26%
Cc1cccnc1C1=NOC(Cc2ccccc2)C(=O)N1Cc1ccc(F)cc1 (stereo not given)	-7%
COc1ccccc1OC(C)C(=O)Nc1cccc(-c2nc3ccccc3s2)c1 (stereo not given)	2%
CCc1nc2c(OCc3ccc(Cl)cc3Cl)cccn2c1N(C)C(C)=O	-41%
COCCCNC(=O)C[C@@H]1C[C@@]2(C(=O)OC)CCCCC=C2N(Cc2cccc3ccccc23)C1=O	-14%
Cc1ccccc1CNC(=O)c1csc([C@@H]2C[C@H](O)[C@@H](CO)O2)n1	13%
Cc1cccc(C)c1-n1nnnc1C1(C)CCC(=O)N1CCc1ccc(O)cc1 (stereo not given)	12%
O=C(Cn1nc(C(F)(F)F)c2c1CCCC2)Nc1ccc(Cl)cc1	-22%
CC1(C(=O)NC2CCCCCC2)CCN1C(=O)C1(c2ccccc2)CC1 (stereo not given)	-20%
CCc1nc2c(OCc3ccc(C(F)(F)F)cc3)cccn2c1N(C)C(=O)c1ccc(C)cc1	-20%
CCCNC(=O)C1(C)CCCN(Cc2ccc(C)cc2)C1 (stereo not given)	2%
CCOc1ccc2c(c1)c(=O)c(C(=O)c1ccc(CC)cc1)cn2CC(=O)Nc1ccccc1OC	9%
CCOc1ccc(S(=O)(=O)N(CC(=O)NCCSc2ccccc2)c2ccccc2)cc1	0%
CCC(=O)N1c2ccc(S(=O)(=O)CCC(=O)NCc3ccc(OC)cc3)cc2CC1C (stereo not given)	2%
